Assay outcomes: PubChem BioAssay, The Scripps Research Institute Molecular Screening Center
GSTO1 inh: inhibitors of recombinant GSTO1, primary screen, counter-screen for RBBP9 inhibitor project, biochemical, fluorescence polarization; Glutathione S-transferase omega-1 (Homo sapiens), P78417; activity-based probe fluorescence polarization; inhibition, % at 5.96 µM; hit rate 1.1% among 300,000; AID 1974, 2009;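 active = inhibition above the campaign mean inhibition plus 3 SD, cut at about 35% in these data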;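 note: 0% = GSTO1-1 with DMSO and 100% = wells lacking GSTO1-1 enzyme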
pPAFAH inh: pPAFAH enzyme inhibitors, primary screen, biochemical, fluorescence polarization, human; inhibition, % at 3.39 µM; hit rate 1.5% among 330,000; AID 463082, 2010; recombinant pPAFAH, FP-rhodamine probe fluorescence polarization; Platelet-activating factor acetylhydrolase (Homo sapiens), Q13093;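 active = inhibition above the mean inhibition across the screen plus 3 SD, cut at about 25% in these data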;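 note: inhibitors block binding of the rhodamine activity-based probe so polarization drops; 0% = enzyme with DMSO and 100% = wells lacking pPAFAH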
Target sequence (Q13093 whole entry, looked up): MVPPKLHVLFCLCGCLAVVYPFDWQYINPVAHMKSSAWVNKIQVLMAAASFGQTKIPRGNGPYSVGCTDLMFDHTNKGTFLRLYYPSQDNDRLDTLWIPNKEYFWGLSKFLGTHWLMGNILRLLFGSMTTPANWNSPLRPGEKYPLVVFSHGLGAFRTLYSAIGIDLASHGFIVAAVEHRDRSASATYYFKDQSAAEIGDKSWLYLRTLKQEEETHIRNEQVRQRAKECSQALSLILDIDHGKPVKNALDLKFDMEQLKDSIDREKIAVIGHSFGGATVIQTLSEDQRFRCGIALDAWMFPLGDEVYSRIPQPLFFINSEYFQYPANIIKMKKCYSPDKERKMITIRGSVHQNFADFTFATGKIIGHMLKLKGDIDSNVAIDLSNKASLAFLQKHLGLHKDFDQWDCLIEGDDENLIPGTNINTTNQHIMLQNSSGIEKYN
PAD4 inh: human PAD4 inhibitors, primary screen, biochemical, fluorescence polarization, 1536-well format; recombinant PAD4, RCA probe fluorescence polarization; inhibition, % at 6.36 µM; hit rate 0.41% among 330,000; AID 485272, 2010;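 active = percent inhibition above a cutoff equal to the mean of all tested compounds plus 3 SD, cut at about 15% in these data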;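 note: 0% = PAD4 with RCA probe and DMSO and 100% = probe without PAD4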
PAFAH1B2 FP inh: PAFAH1B2 enzyme inhibitors, primary screen, biochemical, fluorescence polarization, human; inhibition, % at 3.39 µM; Platelet-activating factor acetylhydrolase IB subunit alpha2 (Homo sapiens), P68402; AID 492953, 2010; recombinant PAFAH1B2, FP-rhodamine activity probe; hit rate 1.2% among 340,000;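 active = inhibition above the mean of all tested compounds plus 3 SD, cut at about 24% in these data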;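 note: 0% = enzyme with DMSO and 100% = wells lacking PAFAH1B2; many of its hits are not listed in these tables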
LYPLA1 counter: LYPLA1 inhibitors, primary screen, counter-screen for PME1 inhibitor project, biochemical, fluorescence polarization, FP-Rh probe ABPP. AID 2174, 2009. inhibition, % at 5.9 µM. hit rate 0.16% among 320,000. recombinant LYPLA1;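 active = inhibition above the mean of all tested compounds plus 3 SD, set per campaign, cut at about 14% in these data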;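 note: inhibitors block serine hydrolase probe labeling of LYPLA1 so polarization falls; 0% = enzyme with DMSO and 100% = wells lacking LYPLA1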
PREPL inh: PREPL enzyme inhibitors, primary screen, biochemical, fluorescence polarization; Prolyl endopeptidase-like (Homo sapiens), Q4J6C6; recombinant PREPL, fluorescence polarization activity-based probe; inhibition, % at 5.96 µM; AID 2751, 2010; hit rate 0.68% among 320,000; in the data active = inhibition above about 43%;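 note: 0% = enzyme with DMSO and 100% = wells lacking enzyme; many of its hits are not listed in these tables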
LYPLA2 counter: LYPLA2 inhibitors, primary screen, counter-screen for PME1 inhibitor project, biochemical, fluorescence polarization, FP-Rh probe ABPP; Acyl-protein thioesterase 2 (Homo sapiens), O95372; recombinant LYPLA2; inhibition, % at 5.9 µM; hit rate 0.38% among 320,000; AID 2177, 2009;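 active = inhibition above the screen-wide mean plus 3 SD, limit set per campaign, cut at about 26% in these data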;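 note: 0% = LYPLA2 with DMSO and 100% = wells lacking LYPLA2 enzyme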
Target sequence (O95372 whole entry, looked up): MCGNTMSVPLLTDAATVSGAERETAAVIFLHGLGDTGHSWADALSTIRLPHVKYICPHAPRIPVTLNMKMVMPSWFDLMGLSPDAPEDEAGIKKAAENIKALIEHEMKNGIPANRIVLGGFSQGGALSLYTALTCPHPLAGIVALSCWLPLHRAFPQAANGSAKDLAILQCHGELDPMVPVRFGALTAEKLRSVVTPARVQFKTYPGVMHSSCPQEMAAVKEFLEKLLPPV
PAFAH1B3 FP inh: PAFAH1B3 enzyme inhibitors, primary screen, biochemical, fluorescence polarization, human; Platelet-activating factor acetylhydrolase IB subunit alpha1 (Homo sapiens), Q15102; hit rate 0.28% among 340,000; recombinant PAFAH1B3, FP-rhodamine probe; inhibition, % at 3.39 µM;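 active = inhibition above the screen-wide average of all tested compounds plus 3 SD, cut at about 25% in these data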;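 note: 0% = enzyme with DMSO only and 100% = wells lacking PAFAH1B3 protein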
Target sequence (Q15102 whole entry, looked up): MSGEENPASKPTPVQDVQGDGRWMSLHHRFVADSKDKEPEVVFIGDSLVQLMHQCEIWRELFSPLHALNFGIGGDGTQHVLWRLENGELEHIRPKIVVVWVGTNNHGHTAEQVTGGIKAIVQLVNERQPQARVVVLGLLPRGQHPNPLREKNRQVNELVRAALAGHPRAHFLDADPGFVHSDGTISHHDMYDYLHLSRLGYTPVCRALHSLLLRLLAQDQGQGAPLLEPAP
PME-1 primary: PME-1 inhibitors via competitive probe labeling, primary screen, biochemical, fluorescence polarization, FP-Rh probe, HTS; recombinant PME-1; inhibition, % at 5.9 µM; hit rate 0.53% among 320,000; Protein phosphatase methylesterase 1 (Homo sapiens), Q9Y570;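 active = inhibition above the campaign mean of all compounds plus 3 SD, cut at about 26% in these data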;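 note: competitive labeling of PME-1 active site by serine hydrolase directed probe; 0% = PME-1 with DMSO and 100% = wells lacking PME-1 enzyme; inhibitors block probe labeling so polarization falls and inhibition rises; many of its hits are not listed in these tables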
* hit, by the source's call; . = not tested or not shown.

SMILES | GSTO1 inh | pPAFAH inh | PAD4 inh | PAFAH1B2 FP inh | LYPLA1 counter | PREPL inh | LYPLA2 counter | PAFAH1B3 FP inh | PME-1 primary
COc1ccc(-c2cc(C(F)(F)F)nc(SCC(=O)NCc3ccco3)n2)cc1OC | -15 | 4 | -2 | 3 | -3 | -8 | -1 | -3 | 2
CCOC(=O)c1c(C)nc2c(C)cccn12 | 12 | -2 | 1 | 5 | 1 | 2 | 1 | 0 | -1
Cc1cc(C(=O)NC2CCCCC2)c2cc(F)ccc2n1 | 0 | 4 | -4 | 6 | 2 | 1 | 5 | 10 | -1
CN(C)C=NC(=O)c1cc(C(=O)c2ccc(C(C)(C)C)cc2)c[nH]1 | 2 | 5 | -5 | 0 | -2 | 0 | -1 | 8 | -1
COc1ccccc1OCCOc1ccc(/C=C2\C(=N)N3N=C(C)SC3=NC2=O)cc1 | 2 | 7 | 0 | 2 | 1 | -7 | 2 | 12 | -3
Cc1cc(C)nc(Nc2n[nH]c(-c3ccc(C(C)(C)C)cc3)n2)n1 | -24 | 0 | -2 | 6 | -5 | 8 | -2 | 15 | 1
CN(c1ccccc1)S(=O)(=O)c1ccc(C(=O)NCC(c2ccco2)N2CCCCC2)cc1 (configuration not stated) | . | -2 | -2 | 5 | -2 | 8 | 0 | 8 | 0
O=C(c1ccccc1O)N1CCOCC1 | -15 | 3 | 1 | 2 | 2 | 14 | 7 | 11 | 0
COc1ccc(NC(=O)N(C)C[C@H]2Oc3ccc(NC(=O)Nc4c(C)noc4C)cc3C(=O)N([C@H](C)CO)C[C@H]2C)cc1 | . | -7 | -4 | 6 | . | 3 | . | 3 | .
CC(C)(C)NC(=O)NC(=O)COC(=O)c1cccc(F)c1 | -4 | 1 | -1 | -4 | 4 | 9 | -5 | -4 | 6
Cc1occc1-c1nnc(SCC(=O)O)n1-c1ccccc1 | -2 | -4 | -3 | 10 | 0 | 21 | -5 | 7 | -4
Nc1cc(=O)[nH]c(SCC(=O)N2CCCc3ccccc32)n1 | 2 | 2 | -5 | 3 | -1 | 17 | 0 | 5 | -2
Cc1ccc(S(=O)(=O)c2nc(Cc3ccccc3)oc2N2CCOCC2)cc1 | . | -2 | 3 | -1 | 1 | -4 | 4 | 8 | -1
Cc1cc(-c2ccccc2)nc(Oc2ccc(C(C)(C)C)cc2)c1S(C)(=O)=O | 0 | -5 | -2 | -3 | -3 | 3 | -6 | 1 | -14
CCOC(=O)c1c(NC(=O)c2cccnc2)sc(C)c1C | 5 | 1 | -1 | 16 | -5 | 21 | -3 | 6 | 3
Cn1c(=O)c2c(ncn2CC(=O)Nc2nc(-c3ccccc3Cl)cs2)n(C)c1=O | -2 | -1 | 90* | 3 | -1 | -8 | 13 | 7 | 10
O=C(NCc1ccccc1Cl)C1CC(=O)N(Cc2ccccc2)C1 (configuration not stated) | -7 | -1 | 2 | -1 | -1 | 4 | -3 | 13 | -8
CC(C)C(OC(=O)c1nsc(Cl)c1Cl)C(=O)NC(C)(C)C (configuration not stated) | 6 | 3 | 0 | 2 | 1 | 11 | 2 | 6 | 1
Cc1cc(O)ccc1Nc1nc(-c2sc(N)nc2C)cs1 | 20 | 17 | -3 | 7 | -4 | 31 | 0 | 9 | 13
CCOP(=O)(OCC)c1nc(/C=C/c2ccccc2)oc1NCc1ccccc1 | 6 | 10 | -2 | 1 | 1 | -1 | 9 | 5 | 0
CC(=O)N1CCc2cc(S(=O)(=O)NC3CCCc4ccccc43)ccc21 (configuration not stated) | -1 | 1 | -4 | -1 | 2 | -12 | 4 | -4 | 11
O=C(O)CC(Cc1ccc(Cl)cc1)C(=O)Nc1ccc([N+](=O)[O-])cc1 (configuration not stated) | 5 | 0 | -4 | 14 | -4 | 2 | -4 | -5 | 0
Cc1ccc(C2=CC(c3ccccc3)n3ncnc3N2)cc1 (configuration not stated) | 1 | 0 | 2 | 5 | 0 | 4 | 3 | -4 | 0
Cc1ccc(CNC(=O)c2ccc(N3CCC4(CC3)CC(c3ccccc3)=NO4)c(NC(=O)c3ccco3)c2)cc1 | -22 | -11 | 4 | -4 | -15 | 5 | -22 | -12 | -19
Cc1cccc(-n2ncc3c2CCCC3NC(=O)CCN2Cc3ccccc3C2=O)c1C (configuration not stated) | 0 | -2 | 1 | 0 | -1 | 1 | -3 | 14 | 0
O=C(CN1C(=O)S/C(=C\c2ccccc2F)C1=O)Nc1ccccc1O | -5 | 0 | 4 | -2 | -4 | 10 | 12 | 11 | 5
CCN1CCN(C(CNS(=O)(=O)c2ccc(OC)cc2)c2cccnc2)CC1 (configuration not stated) | -4 | -2 | -2 | 1 | 4 | -1 | 4 | -4 | 0
OCCN1C[C@H](O)[C@@H](O)[C@H](O)[C@H]1CO | 4 | 6 | -4 | . | 0 | 20 | 4 | . | -5
CN(C)c1ccc(C#Cc2ccc3cc(CCO)oc(=O)c3c2)cc1 | . | 2 | -24 | 1 | 3 | 6 | 7 | -9 | -3
CN(C)S(=O)(=O)c1cccc(C(=O)Nc2ccc3c(c2)CCC3)c1 | 5 | 1 | 5 | 3 | -7 | 3 | -4 | -3 | 1
CCN1C(=O)CC(N2CCC(C(=O)OC)CC2)C1=O (configuration not stated) | 0 | -2 | -5 | 7 | 3 | 20 | -2 | 14 | -2
COc1cc(C(=O)OCCNC(=O)c2ccncc2)cc(OC)c1OC | 4 | 6 | 1 | 6 | 1 | 3 | 2 | 9 | 5
CCOC(=O)c1c(C)[nH]c(C(=O)COC(=O)/C=C/c2ccc(OC(F)F)cc2)c1C | 3 | -1 | 2 | -5 | -3 | 1 | -4 | 3 | -3
CSc1ncccc1C(=O)N1CCN(S(=O)(=O)c2ccc3c(c2)OCCO3)CC1 | . | 3 | 4 | 5 | . | 1 | . | 6 | .
CN(Cc1ccccc1)c1nc2c(c(=O)[nH]c(=O)n2C)n1CCSc1nc2ccccc2[nH]1 | -3 | 5 | -5 | 5 | 1 | 13 | 0 | 1 | 1
CC(Oc1ccccc1)C(=O)N1CCN(c2ccc(N3CCCCCC3)nn2)CC1 (configuration not stated) | 5 | 2 | -2 | 10 | 1 | 12 | -1 | 6 | -1
C[C@]12c3[nH]c4ccccc4c3CCN1C(=O)C(CC(=O)NCc1cccc(C(F)(F)F)c1)C[C@@H]2C(=O)N1CCOCC1 (some centres not stated) | . | 6 | -5 | 12 | . | 32 | . | 9 | .
Cc1cccc(NCC(=O)N/N=C/c2cccc(Br)c2)c1 | -5 | 3 | -1 | 12 | 2 | 8 | 3 | 3 | 10
COc1cc(NC(=O)CN2C(=O)CN(C)C2=O)c(C)cc1[N+](=O)[O-] | 25 | 1 | 0 | -4 | -2 | 1 | 5 | 8 | 1
O=C(COC(=O)c1ccco1)NNC(=O)c1ccc(Cl)cc1 | . | 1 | -5 | 5 | . | 3 | . | 11 | .
COc1ccc(/C(O)=C2/C(=O)C(=O)N(CCN(C)C)C2c2ccccn2)cc1OC (configuration not stated) | 1 | -1 | 3 | 1 | 0 | 0 | -2 | 12 | -2
Cc1ccc(NC(=O)C[n+]2cc(-c3ccccc3)n3c2CCC3)c(C)c1 | -5 | 4 | -2 | 5 | -1 | 9 | 5 | 2 | 3
Cc1[nH]c2ccccc2c1C(O)CN1CCC2(CC1)OCCO2 (configuration not stated) | 17 | 4 | -1 | 0 | -1 | 2 | 3 | 7 | 0
Cc1ccc(-n2c(C)cc(C(=O)COC(=O)c3c(C)noc3C)c2C)cc1 | -3 | 15 | -2 | 7 | -3 | 1 | 20 | 9 | 3
COc1cc(OC)c(NS(=O)(=O)c2coc(C(N)=O)c2)cc1Cl | 7 | 0 | 2 | -1 | -2 | 2 | -6 | 8 | 3
CCOC(=O)C1(CC2CCCCO2)CCN(Cc2nc(C(C)C)cs2)CC1 (configuration not stated) | -5 | 3 | -3 | 0 | 2 | 17 | 5 | -2 | -4
CC(C)(C)C(=O)CSc1ncnc2c1cnn2Cc1ccccc1 | -11 | 5 | 1 | -1 | -1 | 2 | -3 | 1 | 1
COc1ccc(NC(=O)CSc2nnc(-c3ccccc3)n2N)cc1 | 2 | -2 | 3 | -1 | 0 | 12 | -5 | 5 | -2
O=C(COC(=O)c1ccc(Cl)nc1)NCCc1ccccc1 | . | -8 | 1 | 3 | . | 3 | . | 4 | .
O=C1NC[C@H](c2ccccc2)OC(=O)[C@H](Cc2ccc(F)cc2)CC/C=C/C[C@H]1CC(=O)N(CCO)Cc1ccccc1 | . | 4 | 3 | 10 | . | 19 | . | 4 | .
CC(C)(C)NC(=O)C(c1ccc(OCC(N)=O)cc1)N(C(=O)c1cccnc1)C1CC1 (configuration not stated) | 0 | 1 | 1 | 1 | -3 | 8 | 4 | 8 | -1
CC(C)=C1SC(N2CCCCC2)=NC1=O | -1 | 2 | 1 | -1 | -1 | 3 | 7 | 6 | -3
CC(=O)Nc1ccc(S(=O)(=O)NC(C)C(=O)NCCc2ccc(F)cc2)cc1 (configuration not stated) | 3 | -1 | -2 | 9 | 1 | 4 | -1 | -4 | 4
CC(=O)c1cccc(NC(=O)COC(=O)c2cccs2)c1 | 7 | 8 | -1 | 4 | 3 | 1 | 5 | 0 | -8
COc1ccc(CCNC(=O)CSc2nn(-c3ccccc3)c(=S)s2)cc1 | -4 | 0 | 1 | 6 | -2 | -1 | 4 | 2 | -2
O=C(CCc1ccc(S(=O)(=O)NCc2ccccc2)cc1)NCC1CCCO1 (configuration not stated) | 5 | -1 | -4 | 0 | -4 | 4 | 2 | -3 | -2
Cc1nn(CC(=O)NCCCN2CCN(C)CC2)c(=O)c2cc(-c3ccccc3)nn12 | 9 | -1 | -2 | -1 | 2 | 3 | 2 | 4 | -4
Cc1ccc(S(=O)(=O)NCc2ccccc2)cc1C(=O)N1CCCCC1 | 7 | -5 | 1 | 1 | -1 | 10 | 0 | -7 | 6
COc1ccccc1-c1oc2ccccc2c1C#CC(C)(C)O | . | 2 | 2 | -6 | -3 | 6 | 2 | 2 | -1
CSc1ccccc1NC(=O)c1cccnc1 | 1 | 6 | -5 | 0 | 0 | 10 | 3 | 1 | 3
N#Cc1ccsc1NC(=O)COC(=O)CCS(=O)(=O)c1ccccc1 | . | 10 | 1 | 2 | . | 24 | . | 4 | .
CCn1c(SCC(=O)Nc2nnc(C)s2)nc2c(c1=O)SC(C)C2 (configuration not stated) | 25 | 5 | -2 | 3 | 2 | 6 | 2 | 3 | 1

An excerpt; rates above refer to the full screens.
